HEK293 NOD2/NF-kB: inhibition of NOD2-driven NF-kB reporter – cell-based, luminescence, uHTS, HEK293 (AID 1566); HEK293 NOD2/NF-kB luciferase reporter, luminescence; higher % means a stronger effect; inhibition, % at 4 µM; hits with a dose series show EC50 in µM; 290,000 compounds, 0.63% hits; note: many of its hits are not listed in these tables
Salmonella PhoP GFP: inhibitors of PhoP regulon expression, primary screen, Salmonella Typhimurium, GFP reporter (AID 1863). inhibition, % at 50 µM, or IC50 in µM where a hit was titrated. 300,000 compounds, 0.16% hits. S. Typhimurium PhoP-regulated promoter GFP reporter, 4 h; higher % means a stronger effect;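 active = inhibition over 29.93%, a cutoff 3 SD above the screen mean, later confirmed by dose response; inconclusive = inhibition over 29.93% but no dose response follow-up; inactive = inhibition at most 29.93% or unconfirmed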;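 note: 0% = low Mg2+ inducing control and 100% = high Mg2+ repressing control; strong numbers were not always called active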
SIAH1 antagonists: blockers of Siah-1 interaction with plectin peptide – biochemical, fluorescence polarization, rhodamine-plectin, uHTS, primary screen (AID 1817) | Siah-1 / rhodamine-plectin peptide fluorescence polarization; higher % means a stronger effect | displacement, % at 20 µM, or IC50 in µM where a hit was titrated | 290,000 compounds, 0.02% hits;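 active = displacement of at least 50% at 20 µM, with a fluorescence ratio check between 0.3 and a set limit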;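 note: plate controls were Siah plus tracer with DMSO for no effect and tracer alone without Siah for full effect; strong numbers were not always called active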
NOD1 inhibition: inhibition of NOD1-driven NF-kB reporter – cell-based, luminescence, uHTS, primary screen (AID 1578). 290,000 compounds, 1% hits. inhibition, % at 4 µM; hits with a dose series show EC50 in µM. NOD1-driven NF-kB luciferase reporter cells, luminescence; higher % means a stronger effect; in the data active = inhibition mostly above about 36%, no sharp cut-off; inactive = mostly below about 34%;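 note: HEK-293T reporter cells stimulated with the NOD1 agonist gamma-tri-DAP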
LYP phosphatase: PTPN22 lymphoid phosphatase activity blockers – biochemical, fluorescence intensity, uHTS (AID 1779) | recombinant LYP phosphatase, fluorescence intensity; higher % means a stronger effect | inhibition, % at 11.5 µM; hits with a dose series show IC50 in µM | 290,000 compounds, 0.054% hits;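 note: plate controls were vehicle with enzyme for no effect and no enzyme for full effect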
KOR beta-arrestin-1: kappa opioid receptor blockers – cell-based, luminescence, uHTS (AID 1778) | 290,000 compounds, 0.091% hits | KOR beta-arrestin recruitment, luminescence, antagonist mode; higher % means a stronger effect | one-dose inhibition, % at 10 µM; IC50 in µM for titrated hits; note: strong numbers were not always called active
HIV fusion peptide: inhibitors of HIV fusion peptide binding, primary screen, biochemical, uHTS, fluorescence dequenching (AID 1986). cell-free peptide binding, fluorescence dequenching, 30 min; higher % means a stronger effect. one-dose inhibition, % at 20 µM; IC50 in µM for titrated hits. 290,000 compounds, 0.3% hits; in the data active = inhibition mostly above about 52%, no sharp cut-off; inactive = mostly below about 76%; note: some results filed as inactive read as strong as hits
KOR beta-arrestin-2: kappa opioid receptor activators – cell-based, luminescence, uHTS, primary screen (AID 1777); KOR beta-arrestin recruitment, luminescence; higher % means a stronger effect; one-dose activation, % at 10 µM; EC50 in µM for titrated hits; 280,000 compounds, 0.02% hits; in the data active = activation above about 50%, passing the limit was not always enough; note: a part of the inactive calls stands beside numbers as strong as those of hits
Myeloid diff MLP: myeloid differentiation induction. ER-HoxA9 myeloid progenitors, lysozyme-GFP differentiation, flow cytometry. calls only at 10 µM. 360,000 compounds, 1% hits. AID 624256;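 active = normalized GFP-positive differentiation at or above the plate's own cutoff, the solvent-only control mean plus 3 SD; inconclusive = no clear call, values can overlap the other calls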;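 note: cells exposed to compound for four days before flow analysis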
Myeloid diff MLP GFP+ MAC1+ %: recorded beside Myeloid diff MLP, whose call it bears; GFP+ MAC1+ double positive, %; measured here: differentiation confirmed by MAC1 staining
Active calls of the source: *; i = inactive; ? = inconclusive; . = not tested or not shown; + = active, no number; [ ] = another dose, or the depositor's remark. Cut-off read from the data, not from the text of the source, unless noted: active = inhibition above about 50%; inactive = the rest.

SMILES	HEK293 NOD2/NF-kB	Salmonella PhoP GFP	SIAH1 antagonists	NOD1 inhibition	LYP phosphatase	KOR beta-arrestin-1	HIV fusion peptide	KOR beta-arrestin-2	Myeloid diff MLP	Myeloid diff MLP GFP+ MAC1+ %
O=C(c1ccccn1)N1CCCC(N2CCN(Cc3ccc4c(c3)OCO4)CC2)C1 (stereo not drawn)	-20%	-6%	-4%	-27%	-10%	-18%	2.2%	1.9%	i	0.4
O=c1[nH]c(CSc2ncnc3sccc23)nc2ccccc12	-16%	-8%	-5%	-3%	-3%	9%	1.0%	2.6%	i	0.8
Clc1ccccc1CNc1ncnc2nc[nH]c12	8%	13%	-2%	9%	-6%	10%	0.3%	-2.0%	i	2.0
Cc1cc(C)c2c(N)c(C(=O)NCC3CCCCC3)sc2n1	-18%	-2%	1%	-50%	-6%	12%	-0.4%	-4.8%	i	1.1
COC(=O)CCC(=O)OC1(C)C(=O)C2=CN(CCCOC(C)C)C(c3ccc(OC)cc3)=CC2=C(Br)C1=O (stereo not drawn)	7%	-16%	-4%	1%	-3%	7%	12%	3.6%	i	1.5
CCCCc1noc2c1/C(=N\O)CC(c1ccccc1)C2 (stereo not drawn)	-18%	-13%	-4%	-1%	0%	-9%	0.3%	-2.5%	i	0.4
Cc1ccc(Cl)cc1N1CCN(S(=O)(=O)c2cnc[nH]2)CC1	-18%	-5%	-2%	-16%	4%	0%	0.1%	-7.5%	i	3.1
C=C(C)C(=O)Nc1cccc(C2=NOC3(C2)C[C@H](C(N)=O)N(C(=O)CC#N)C3)c1 (stereo partly drawn)	14%	-1%	20%	9%	-3%	-3%	2.4%	3.5%	.	.
CCOc1ccc(Oc2c(/C=N/NC(C)=O)c(C)nn2-c2ccccc2)cc1	10%	-9%	2%	-27%	4%	38%	3.1%	0.7%	i	0.9
O=C(NC1CCCCC1)c1cc2nc(-c3ccco3)cc(C(F)(F)F)n2n1	11%	-7%	-4%	.	12%	24%	17%	-5.4%	.	.
CCOC(=O)C1CCN(CCC(=O)Nc2cccc(C)c2)CC1	15%	-6%	4%	26%	-13%	-18%[20 µM]	-1.3%	2.5%	i	0.9
CCN(C(=O)c1cccc(S(=O)(=O)N(C)C)c1)C12CC3CC(CC(C3)C1)C2	15%	-3%	6%	20%	-6%	-45%	-1.6%	-0.9%	i	0.7
Cc1ccc(-c2cc(C(=O)O)n[nH]2)o1	14%	8%	2%	-8%	-4%	21%	1.6%	-0.3%	i	0.7
CCOC(=O)c1[nH]c2c(c1-c1ccccc1)C(=O)CC(c1ccc(OC)c(OC)c1)C2 (stereo not drawn)	16%	3%	-11%	-14%	-5%	-6%	-1.8%	-1.0%	?	.
O=C(CCS(=O)(=O)c1ccc(Br)s1)NC1CCCCCC1	14%	-2%	5%	10%	-11%	1%	0.0%	-2.6%	i	0.4
O=C(N/N=C/c1ccc[nH]1)c1ccccc1OCc1ccc(F)cc1	6%	.	0%	-7%	-3%	18%	4.1%	-4.5%	i	0.6
CCc1ccc(NC(=S)NCc2cccnc2)cc1	2%	3%	6%	-6%	-4%	-9%	-1.4%	-1.2%	i	0.7
CC(C)OCCCNC(=O)C1CCC(=O)N1C(C)C (stereo not drawn)	2%	-4%	3%	-24%	6%	4%	1.3%	-0.6%	i	3.2
COc1cccc(CN(Cc2ccco2)C(c2ccc(F)cc2)c2nnnn2C(C)(C)C)c1 (stereo not drawn)	3%	-7%	-3%	51%*	10%	-42%	2.4%	3.5%	i	0.8
O=C(CN(Cc1ccc(Cl)cc1)C(=O)c1csnn1)NCc1ccccc1	5%	8%	3%	-52%	-9%	6%	-0.5%	1.1%	i	0.4
O=C(O)c1ccccc1CSc1nc2ccccc2n1Cc1ccccc1C(=O)O	12%	10%	0%	-15%	-4%	13%	3.6%	7.3%	+	1.3*
COC(=O)[C@H](CC(C)C)NC(=O)c1cc2c(cn1)[nH]c1ccccc12	3%	-3%	-3%	-7%	-1%	-15%	1.8%	5.2%	i	0.1
CCOC(=O)c1c(S(=O)(=O)Nc2cccc(Cl)c2)c(C)n(C)c1C	-18%	6%	-4%	33%	-8%	-16%	-1.4%	11%	?	.
Cc1ccnc(NS(=O)(=O)c2cnc(Cl)c(Br)c2)c1	-3%	-11%	-4%	16%	-8%	-19%	0.3%	1.9%	i	0.1
Cc1ccc(NS(=O)(=O)c2ccc(NC(=O)c3cccs3)cc2)cc1	8%	3%	-2%	16%	-2%	12%	1.1%	4.1%	i	1.4
CCn1c(-c2cc(-c3ccccc3)sc2N)n[nH]c1=S	30%	-4%	15%	6%	-5%	-3%	-2.9%	3.7%	i	0.8
COc1cc(OC)c(NC(=O)CCc2nc(-c3cccs3)no2)cc1Cl	0%	-6%	-1%	-24%	-9%	-20%	-1.0%	-2.3%	i	0.7
COc1ccccc1CNC(=O)C(CCSC)NC(=O)C1CCC(C)CC1 (stereo not drawn)	17%	-5%	2%	-2%	-4%	2%	2.2%	-2.7%	i	1.7
CC1=NN(c2ccc(Cl)c(C(=O)O)c2)C(=O)/C1=C/c1ccc(-c2ccccc2[N+](=O)[O-])o1	8%	.	1%	-7%	-8%	-25%	41%	-3.4%	i	1.0
COc1ccc(NC(C)C(=O)N2CCN(Cc3ccccc3)CC2)cc1 (stereo not drawn)	0%	-4%	0%	-18%	-6%	-8%	-1.4%	-3.6%	i	0.2

5 entries from above, arranged by SMILES length, ascending.
SMILES	HEK293 NOD2/NF-kB	Salmonella PhoP GFP	SIAH1 antagonists	NOD1 inhibition	LYP phosphatase	KOR beta-arrestin-1	HIV fusion peptide	KOR beta-arrestin-2	Myeloid diff MLP	Myeloid diff MLP GFP+ MAC1+ %
Cc1ccnc(NS(=O)(=O)c2cnc(Cl)c(Br)c2)c1	-3%	-11%	-4%	16%	-8%	-19%	0.3%	1.9%	i	0.1
COc1cc(OC)c(NC(=O)CCc2nc(-c3cccs3)no2)cc1Cl	0%	-6%	-1%	-24%	-9%	-20%	-1.0%	-2.3%	i	0.7
O=C(O)c1ccccc1CSc1nc2ccccc2n1Cc1ccccc1C(=O)O	12%	10%	0%	-15%	-4%	13%	3.6%	7.3%	+	1.3*
CCOC(=O)c1c(S(=O)(=O)Nc2cccc(Cl)c2)c(C)n(C)c1C	-18%	6%	-4%	33%	-8%	-16%	-1.4%	11%	?	.
COC(=O)[C@H](CC(C)C)NC(=O)c1cc2c(cn1)[nH]c1ccccc12	3%	-3%	-3%	-7%	-1%	-15%	1.8%	5.2%	i	0.1

(listing goes on)
SMILES	HEK293 NOD2/NF-kB	Salmonella PhoP GFP	SIAH1 antagonists	NOD1 inhibition	LYP phosphatase	KOR beta-arrestin-1	HIV fusion peptide	KOR beta-arrestin-2	Myeloid diff MLP	Myeloid diff MLP GFP+ MAC1+ %
COc1ccc(S(=O)(=O)N2CCC(Cc3ccccc3)CC2)cc1C(N)=O	8%	-4%	-2%	-9%	1%	-1%	0.2%	-1.3%	i	0.5
COn1c2c(c3c4no[n+]([O-])c4ccc31)CCCC2	16%	1%	-4%	4%	-7%	-26%	-1.2%	-3.5%	i	1.5
CSc1nnc(-c2cccs2)n1C	-3%	-5%	1%	-29%	2%	-18%[20 µM]	-0.7%	.	i	0.4
Cc1cc(Oc2ccc(=O)n(C)n2)nc(Oc2ccc(=O)n(C)n2)n1	7%	-1%	3%	-9%	-5%	21%	-2.9%	-5.0%	i	0.8
O=C(CSc1ccc(Cl)cc1)NC1=NN(c2ccccc2)C(=O)C1	2%	-1%	0%	-24%	-4%	-22%	23%	5.7%	i	0.5
COC(=O)C1CCN(C(=O)CSc2nc3ccc(OC)cc3[nH]2)CC1	10%	-7%	-2%	-23%	-3%	23%	2.4%	1.3%	i	0.9
CCC(C)c1ccccc1NC(=O)Cc1coc2cc3c(cc12)CCC3 (stereo not drawn)	-15%	9%	5%	12%	-2%	-32%	2.8%	-0.3%	i	2.0
Nc1ncc2c(n1)CC(c1ccco1)CC2=O (stereo not drawn)	-13%	6%	-2%	-19%	-4%	39%	-1.2%	-7.0%	i	0.6
CC(=O)Nc1nonc1-c1nc2ccccc2n1Cc1ccccc1	-43%	5%	1%	-11%	-2%	-24%	1.9%	0.5%	i	0.3
Oc1ccc(Cc2ccc(Cl)cc2)c(O)c1	26%	7%	-2%	1%	-2%	31%	-0.1%	0.7%	i	0.7
O=C1CCCC2=C1C(c1cccc(O)c1)C1=C(N2)c2ccccc2C1=O (stereo not drawn)	16%	0%	-2%	-26%	-5%	-13%	-4.8%	-1.8%	.	.
Cc1cccc(OCCn2c(S(=O)(=O)O)nc3ccccc32)c1	13%	-4%	2%	-7%	-8%	-19%	3.6%	3.6%	i	1.4
O=C(CSc1ccc(Cl)cc1)NC(=O)NCc1ccco1	16%	7%	41%	-17%	-2%	-9%	2.9%	-0.3%	i	0.4
Cc1ccc(CNC(=O)C(=O)NCC2OCCCN2S(=O)(=O)c2cccs2)cc1 (stereo not drawn)	-10%	-1%	0%	-13%	-7%	12%	-2.2%	0.3%	i	0.4
O=c1nc2n(c3cc(Cl)c(S(=O)(=O)N4CCOCC4)cc13)CCCCC2	8%	0%	-1%	-16%	-1%	25%	3.5%	-0.2%	i	1.2
CC1CN(C(=O)CSc2nnc3c(Cl)cc(Cl)cn23)CC(C)O1 (stereo not drawn)	7%	9%	5%	-9%	-5%	-8%	-2.8%	1.9%	i	1.1
COc1ccc(NC(=O)c2cccc3cccnc23)cc1S(N)(=O)=O	-4%	-2%	0%	-7%	-4%	-22%	-0.3%	1.2%	i	1.8
Cc1ccc(NC(=O)c2cc(=O)[nH]c3ccccc23)cc1	7%	0%	4%	4%	-4%	8%	0.4%	-3.3%	i	0.6
O=c1ccc(Cc2ccc(Cl)cc2)n[nH]1	-24%	-2%	-3%	-30%	-3%	-56%[20 µM]	0.6%	1.4%	i	0.5
Cc1ccccc1OCc1ccc(C(=O)N2CC(C)OC(C)C2)o1 (stereo not drawn)	-24%	12%	-2%	50%	-8%	-32%	0.2%	0.5%	i	1.6
O=C(CCCn1c(=O)oc2ccccc21)Nc1cccnc1	12%	9%	-2%	-8%	0%	7%	0.3%	-5.0%	i	0.6
COC(=O)c1cc[n+](CC(=O)c2ccccc2)cc1	12%	-15%	3%	-7%	-10%	-18%	2.1%	0.4%	i	0.9
CCCn1nc(C(=O)OCn2nnc3ccccc3c2=O)c2ccccc2c1=O	16%	11%	-1%	32%	-2%	-49%	-0.8%	0.7%	i	5.0

2 successive entries out of the list so far, quoted:
SMILES	HEK293 NOD2/NF-kB	Salmonella PhoP GFP	SIAH1 antagonists	NOD1 inhibition	LYP phosphatase	KOR beta-arrestin-1	HIV fusion peptide	KOR beta-arrestin-2	Myeloid diff MLP	Myeloid diff MLP GFP+ MAC1+ %
COC(=O)c1cc[n+](CC(=O)c2ccccc2)cc1	12%	-15%	3%	-7%	-10%	-18%	2.1%	0.4%	i	0.9
CCCn1nc(C(=O)OCn2nnc3ccccc3c2=O)c2ccccc2c1=O	16%	11%	-1%	32%	-2%	-49%	-0.8%	0.7%	i	5.0

Not all compounds are listed. The share of hits here may be higher or lower than overall.
